CHRM5 PAM: CHRM5 positive allosteric modulation. P08912. CHO-K1 hM5, Fluo-8 calcium, ACh EC20 PAM; 0% = ACh EC20, 100% = ACh EC100. activation, % at 3 µM. 360,000 tested, 0.3% active;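 active = activation above the run cutoff, the mean activation of all test compounds plus 3 SD, cut at about 18% in these data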
Target sequence (P08912 whole entry, looked up): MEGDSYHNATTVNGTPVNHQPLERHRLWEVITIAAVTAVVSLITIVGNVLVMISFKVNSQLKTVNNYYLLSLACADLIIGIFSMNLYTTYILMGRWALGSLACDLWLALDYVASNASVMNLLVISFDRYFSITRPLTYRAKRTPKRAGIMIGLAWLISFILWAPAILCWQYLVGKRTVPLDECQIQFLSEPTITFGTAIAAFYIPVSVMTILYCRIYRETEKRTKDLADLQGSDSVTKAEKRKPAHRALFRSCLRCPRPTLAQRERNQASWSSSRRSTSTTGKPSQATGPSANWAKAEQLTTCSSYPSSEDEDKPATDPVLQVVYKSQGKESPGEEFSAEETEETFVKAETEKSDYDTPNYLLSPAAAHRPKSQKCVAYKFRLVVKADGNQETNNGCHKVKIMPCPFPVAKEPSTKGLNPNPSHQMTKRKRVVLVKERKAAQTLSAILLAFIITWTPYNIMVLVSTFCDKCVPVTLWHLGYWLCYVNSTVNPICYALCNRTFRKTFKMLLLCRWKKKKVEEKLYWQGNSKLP
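Probe or stimulus: acetylcholine, EC20 level; Assay system: human M5 receptor in CHO-K1 cells; Schedule: compound preincubation 140 s before EC20 acetylcholine addition; Technique: intracellular calcium via Fluo-8 fluorescence; Dosing: single-point, 3 µM nominal; Read-out basis: percent activation from peak-over-basal fluorescence ratio, scaled EC20-to-EC100 acetylcholine; Repeats: one well per compound, no replicates.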
CHRM1 agonist: human M1 muscarinic receptor agonism | P11229 | CHO-K1 hM1, Fluo-8 calcium fluorescence, agonist mode; 0% DMSO, 100% acetylcholine EC100 | activation, % at 3 µM | 360,000 tested, 0.33% active;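 active = activation above the run's mean compound activation plus 3 SD, cut at about 16% in these data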;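 note: peak over basal fluorescence ratio within a 140 s kinetic read after compound addition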
Target sequence (P11229 whole entry, looked up): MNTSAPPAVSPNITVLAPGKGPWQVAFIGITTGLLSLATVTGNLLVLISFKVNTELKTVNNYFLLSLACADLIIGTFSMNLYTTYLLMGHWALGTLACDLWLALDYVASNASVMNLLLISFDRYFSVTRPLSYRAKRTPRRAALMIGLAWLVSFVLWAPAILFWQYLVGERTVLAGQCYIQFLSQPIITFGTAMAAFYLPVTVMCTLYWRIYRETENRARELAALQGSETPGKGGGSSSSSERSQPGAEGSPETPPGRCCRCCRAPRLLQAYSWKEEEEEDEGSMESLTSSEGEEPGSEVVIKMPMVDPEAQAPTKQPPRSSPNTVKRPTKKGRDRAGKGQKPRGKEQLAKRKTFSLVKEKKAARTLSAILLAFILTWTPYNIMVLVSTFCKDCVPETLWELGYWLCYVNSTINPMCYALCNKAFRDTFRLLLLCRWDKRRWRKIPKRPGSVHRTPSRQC
M1 antag: human CHRM1 antagonism; P11229; CHO-K1 hM1, Fluo-8 calcium fluorescence, ACh EC80 antagonist; inhibition, % at 3 µM; 360,000 tested, 1.3% active; AID 588852;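 active = percent inhibition above its own plate's cutoff, namely the mean of that plate's compound wells plus 3 SD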;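 note: peak over basal fluorescence ratio during 140 s after agonist addition; 0% = ACh EC80 plus DMSO and 100% = DMSO alone without agonist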
M5 antag: blocks acetylcholine activation of human M5 receptor; P08912; CHO-hM5 cells, Fluo-8 calcium fluorescence, ACh EC80; inhibition, % at 3 µM; 360,000 tested, 0.59% active;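 active = inhibition above a per-plate cutoff, the mean of that plate's test compounds plus 3 SD, cut at about 27% in these data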;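 note: 0% = acetylcholine EC80 with DMSO and 100% = DMSO without agonist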
CHRM5 agonist: agonists of human muscarinic M5 receptor (CHRM5). P08912. activation, % at 3 µM. CHO-K1 hM5 cells, Fluo-8 calcium fluorescence; 0% DMSO wells, 100% maximal acetylcholine response. 360,000 tested, 0.19% active;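 active = activation above the run's mean over test compounds plus 3 SD, cut at about 23% in these data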;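 note: signal is peak over basal fluorescence ratio across the kinetic read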
TAAR1 ag: human TAAR1 agonism | Q96RJ0 | CHO RD-HGA16 TAAR1, Fluo-8 calcium fluorescence; vehicle wells 0%, saturating PEA agonist 100% | activation, % at 3 µM | 360,000 tested, 0.99% active | AID 624467;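 active = activation above the mean activation of all test compounds in the run plus 3 SD, cut at about 38% in these data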
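System: CHO-derived RD-HGA16 cells with stable Gα16 and human TAAR1 / Times: 17-24 h plating, Fluo-8 75 min 37 °C, 30 min RT / Technique: calcium-sensitive Fluo-8 signal, excitation 470-495, emission 515-575 nm / Measure: % activation relative to PEA EC100 response / Benchmarks: DMSO and PEA EC100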
M4 ag: CHRM4 agonism in calcium assay | CHO-K1 hM4/Gqi5, Fluo-8 calcium fluorescence; vehicle 0%, full acetylcholine response 100% | 360,000 tested, 0.14% active | activation, % at 3 µM | AID 624127 | P08173;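 active = activation above the run mean over all test wells plus 3 SD, cut at about 32% in these data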;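 note: peak over basal fluorescence ratio per well then scaled between controls; 0% = DMSO wells and 100% = acetylcholine at EC100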
CHRM1 PAM: positive allosteric modulators of human M1 muscarinic receptor; P11229; CHO-K1 hM1, Fluo-8 calcium fluorescence, ACh EC20; 0% = ACh EC20, 100% = maximal ACh; activation, % at 3 µM; 360,000 tested, 0.088% active; AID 588819; in the data active = activation above about 19%, passing the limit was not always enough
CHRM4 antagonist: blocks acetylcholine activation of human M4 receptor | P08173 | CHO-hM4 cells, ACh EC80, Fluo-8 calcium fluorescence | inhibition, % at 3 µM | 360,000 tested, 0.73% active;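 active = inhibition above its plate's cutoff, the mean inhibition of sample wells plus 3 SD, cut at about 27% in these data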;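 note: 0% = acetylcholine EC80 with DMSO and 100% = DMSO without agonist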
* hit, by the source's call; . = not tested or not shown; & = joins results of further samples. A portion of the library, so the mix of outcomes need not match the whole.

SMILES	CHRM5 PAM	CHRM1 agonist	M1 antag	M5 antag	CHRM5 agonist	TAAR1 ag	M4 ag	CHRM1 PAM	CHRM4 antagonist
COc1ccc(CCNC(=O)CSc2nnc(-c3cccc(F)c3)o2)cc1OC	-5	-3	-1	3	-1	5	2	5	-20
CC(CCc1ccccc1)NC(=O)c1ccc(NC(=O)c2ccccc2)cc1 (stereo not drawn)	0	-7	-6	3	0	12	3	5	7
O=C(COC(=O)c1ccccc1Br)Nc1nnc(-c2ccccc2)o1	0	-2	6	-3	3	0	1	-6	-13
COc1cc(OC)c(NC(=O)CNC(=O)Cn2ccc3ccccc3c2=O)cc1Cl	3	1	-8	-5	0	3	1	4	-6
c1coc(Cn2c(SCc3nc4ccccc4[nH]3)nnc2-c2cnccn2)c1	-6	-2	-8	3	1	6	3	7	6
CC1(CCc2ccccc2)NC(=O)N(CC(=O)Nc2c(F)cccc2F)C1=O (stereo not drawn)	6	-3	-3	5	0	4	1	3	2
COC(=O)[C@@]12CCCN1[C@H](c1ccc(SC3CCCCC3)cc1)[C@H]1C(=O)N(C)C(=O)[C@H]12	2	-3	-8	8	-3	3	3	0	11
N#CC(C(=O)NCc1ccccc1)c1nc2ccccc2nc1N1CCCC1 (stereo not drawn)	0	-1	7	-4	0	2	1	-1	7
O=C(NC1CC2CCCC(C1)N2S(=O)(=O)c1ccccc1)C1CCCCC1 (stereo not drawn)	-2	-5	4	21	-3	20	3	1	-1
COc1ccccc1C(CC(=O)Nc1nccs1)c1ccco1 (stereo not drawn)	-2	-3	2	-4	-2	14	2	1	-10
Cc1cccc(CN2CCN(Cc3nc4c(s3)CCCC4)CC2CCO)n1 (stereo not drawn)	4	-11	5	-7	-3	1	0	0	-6
Cc1c(CC(=O)N2CCN(C(=O)C3COc4ccccc4O3)CC2)c(=O)oc2c(C)c(O)ccc12 (stereo not drawn)	2	-1	-5	-3	0	1	4	8	0
Cc1ccc(NC(=O)CC2SC3=NCCCN3C2=O)c(C)c1 (stereo not drawn)	-3	1	-6	-4	0	10	1	1	-10
CCN(CC)S(=O)(=O)c1ccc(OCC(=O)NCc2ccccc2)cc1	-6	-5	-2	7	-1	1	0	3	6
CCN(CC(=O)Nc1ccccc1C(F)(F)F)C(=O)c1ccc2c(c1)NC(=O)CS2	5	0	-11	6	2	7	4	11	2
CC1CCC(N2CCNCC2)CC1 (stereo not drawn)	2	-4	-8	8	-5	0	1	9	6
CCOC(=O)c1c(C)n(C)c2ccc(OCCN(C)C)cc12	-1	0	-9	3	2	8	1	12	0
COCCNc1ncnc2c1cnn2Cc1ccccc1Cl	-1	-3	-7	1	1	6	6	8	-12
Cc1cc(C)nc(Oc2ccc(Br)cc2)n1	5	-4	-3	1	-2	-1	0	7	2
S=C1NC(c2ccccc2)=CC(c2ccccc2)N1 (stereo not drawn)	3	-7	1	13	-1	5	1	7	0
Cc1cnc(NC(=O)CCCc2nc3ccccc3s2)s1	0	-3	0	5	-3	4	1	-2	4
CN(C)C=Nc1nonc1-c1ccc(Cl)cc1	-8	-7	2	18	-8	-2	-1	-3	-10
O=C(O)/C=C/C(=O)NC1CC1	6	-2	-4	0	2	2	1	5	1
CCOc1cc(NC(=O)c2ccco2)c(OCC)cc1NC(=O)c1cc(OC)c(OC)c(OC)c1	-2	-3	7	-8	2	8	8	0	9
O=c1c2ccccc2oc2ccc(-c3ccc4[nH]ccc4c3)cc12	2	-4	-6	-1	2	7	2	5	7
CSc1ccccc1C(=O)Nc1cccc([N+](=O)[O-])c1	3	-3	2	3	-3	3	2	7	-1
O=S(=O)(Nc1ccc(Cl)cn1)c1cccc(S(=O)(=O)c2ccccc2)c1	4	0	6	9	0	11	1	5	-5
COc1ccccc1-c1cc2nc(NCCOc3ccccc3)ccn2n1	-4	-4	1	8	-1	0	6	2	-8
O=C1NC(=Nc2ccccc2Cl)SC1(CO)CO	-4	-4	-7	10	-7	1	0	-6	-5
COc1ccccc1NS(=O)(=O)c1cc(NC(=O)c2ccccc2C)ccc1N1CCOCC1	-18	-6	25	12	-5	6	9	-14	18
CCc1ccc(C(C)NC(=O)c2ccc3c(c2)OCO3)cc1 (stereo not drawn)	-2	-4	5	12	-3	1	2	-4	7
CCN(CC)C(=O)COc1ccc(/C(C)=N/NC(=O)c2ccccc2-n2cccc2)cc1	1	-3	-23	0	-5	5	2	9	2
CC(C)N1C(=O)C2C(C(=O)NCc3ccccc3)C3C=CC2(O3)C1C(=O)NC(C)(C)C (stereo not drawn)	5	1	-12	-8	2	2	2	8	-5
COCCNC(=O)C1(C)CCCN(C(=O)c2cnc3ccccc3n2)C1 (stereo not drawn)	-3	-1	-13	3	1	1	1	10	-3
O=C(C1CCCN(S(=O)(=O)c2ccc(F)cc2)C1)N1CCOCC1 (stereo not drawn)	-3	-3	-2	2	3	2	4	6	2
Cc1ccc(NS(=O)(=O)c2cccc(C(=O)N3CCN(C(=O)c4ccco4)CC3)c2)cc1	-19	2	-11	14	-3	5	11	15	-9
COC(=O)C1=C(C)NC(C)=C(C(=O)OC)C1C(=O)OC1CCCCC1=O (stereo not drawn)	1&-2	-2&1	-10&-25	12&5	-2&-2	0&-1	0&1	4&5	2&7
COc1ccc(C(=O)NCCCN2CCCC2=O)cc1S(=O)(=O)N1CCOCC1	-2	0	-9	9	0	0	1	5	-14
COC(=O)[C@@H]1C[C@@H]2CC[C@@H](O)C[C@@H]2N1Cc1ccc(OC)cc1	6	2	-4	3	5	1	1	0	-10
CCc1ccc2[nH]c(=O)c(C(c3nnnn3Cc3ccc(OC)cc3)N3CCOCC3)cc2c1 (stereo not drawn)	-4	-2	-11	-1	1	6	2	9	5

Complete entries, quoted from the list. Values in the order: CHRM5 PAM | CHRM1 agonist | M1 antag | M5 antag | CHRM5 agonist | TAAR1 ag | M4 ag | CHRM1 PAM | CHRM4 antagonist
Record of `CSc1ccccc1C(=O)Nc1cccc([N+](=O)[O-])c1` → 3 | -3 | 2 | 3 | -3 | 3 | 2 | 7 | -1
Record of `CC(C)N1C(=O)C2C(C(=O)NCc3ccccc3)C3C=CC2(O3)C1C(=O)NC(C)(C)C` (stereo not drawn) → 5 | 1 | -12 | -8 | 2 | 2 | 2 | 8 | -5

(cont.)
SMILES	CHRM5 PAM	CHRM1 agonist	M1 antag	M5 antag	CHRM5 agonist	TAAR1 ag	M4 ag	CHRM1 PAM	CHRM4 antagonist
CC12C(=O)N(c3ccccc3C(=O)O)C(=O)C1C1C=CC2C1 (stereo not drawn)	1	-1	-4	-3	-1	-3	1	5	-3
O=C(CSc1nc(C2CCCCC2)n(-c2ccccc2)n1)NCCN1C(=O)CSC1=O	-1	-4	-8	-4	-8	-3	1	8	6
CCOc1cc(C(=O)NCCCn2ccnc2)cc(OCC)c1OCC	-3	-9	4	-3	-2	7	1	1	5
Cc1ncc(CC(=O)n2cc(C(=O)c3cc(F)ccc3O)cn2)s1	-4	-4	-4	5	1	15	3	-1	0
O=C(OCC(=O)N1CCN(C(=O)c2ccco2)CC1)c1sc2ccccc2c1Cl	-5	-3	2	14	0	6	2	0	2
COc1ccc(C(=O)NCCN2CCOCC2)cc1[N+](=O)[O-]	-2	-3	-17	6	-5	1	0	11	-11
Cc1ccc(C(=O)OCC(=O)N(C)C2CCS(=O)(=O)C2)cc1[N+](=O)[O-] (stereo not drawn)	3	-16	-6	-2	-3	5	1	7	-4
C=CCn1c(SCC(=O)NC2CC2)nc2ccccc2c1=O	8	-3	-7	5	3	5	-1	8	2
Cc1cccc(N(C)S(=O)(=O)c2ccc3c(c2)C(C)(C)C(=O)N3C)c1	-10	-4	-4	-2	-3	-2	3	-2	0
Cn1c2ccccc2c2cc(C(=O)NNC(=O)CCl)sc21	6	-3	-1	8	-2	1	1	3	2
CC(=O)OC(C(=O)Nc1nncs1)c1ccccc1 (stereo not drawn)	-3	-5	-10	-6	0	1	0	7	-10
CCOc1ccccc1NC(=O)CCN1CCN(S(=O)(=O)c2ccc(Br)cc2)CC1	-1	0	-8	-4	7	22	6	14	3
COC(=O)c1sc(NC(=O)COc2ccc(C)cc2)nc1C	5	-7	-2	-2	-5	-1	-2	0	-1
COCCNC(=O)Cn1nc(C(F)(F)F)cc1C	3	-6	-2	-11	-1	1	0	2	0
Cc1cc(N2CCC(C)CC2)c(F)cc1[N+](=O)[O-]	4	-4	-1	-11	3	1	0	5	-3
CCNC(=O)NC(=O)C(C)SCc1ccccc1C (stereo not drawn)	-9	0	-1	1	1	-1	0	0	2
CCCNC(=O)CSc1nnc(-c2ccc(F)cc2)o1	5	-4	-2	5	2	12	1	5	-3
O=C(COC(=O)c1cnccn1)c1ccc(Cl)c([N+](=O)[O-])c1	7	-2	-9	-4	2	8	0	4	1
Cc1ccc(NS(=O)(=O)c2ccc(C(=O)NCc3cccnc3)cc2)cc1	-6	6	1	20	0	29	5	-1	0
CCOC(=O)c1nn(-c2ccccc2)c(=O)cc1OCC(=O)Nc1cc(C)ccc1C	-6	-3	-5	14	2	1	1	4	3
O=C(NC1CCCCC1)C1CCCN1C(=O)Nc1ccccc1 (stereo not drawn)	6	-5	-5	-1	0	0	0	10	-1
CCN1CCN(Cc2c3ccccc3cc3ccccc23)CC1	0	-8	-6	12	-9	5	1	3	-3
CS(=O)(=O)c1cccc(C(=O)Nc2cccc(S(=O)(=O)N3CCCC3)c2)c1	5	-6	-2	-8	-1	3	5	-1	-1
CC(C)(C)NC(=O)CN(C(=O)Cn1nnc(-c2ccc(Cl)cc2)n1)C1CCN(Cc2ccccc2)CC1	10	0	-17	1	1	.	9	3	5
COc1ccccc1-c1cc2nc(NCCc3ccncc3)ccn2n1	-3	-6	3	4	-1	5	4	-8	-1
Cc1csc(NC(=O)CSc2nnc(-c3cc(C)on3)o2)n1	9	-4	7	13	-1	2	0	-7	-1
COCc1nnc(NC(=O)c2ccccc2[N+](=O)[O-])s1	-2	-4	-3	5	-1	0	1	8	-4
CC(=O)c1c(N2CCN(CCO)CC2)nc(=S)n(-c2ccccc2)c1C	-2	-10	-14	-3	-3	5	2	9	-13
CC(=O)Nc1ccc(OCC(O)CN2C(C)CCCC2C)cc1 (stereo not drawn)	-2	-7	5	9	0	3	0	-4	15
Cc1cc(S(=O)(=O)N2CCN=C2c2ccccc2)ccc1F	3	-3	1	-9	-2	15	1	-7	2
COc1cc(N=Nc2c(C)n(C)n(-c3ccccc3)c2=O)ccc1N	2	-4	-6	-4	0	-1	0	6	10
CCN(CC#CCC(O)(c1ccccc1)c1ccccc1)C(C)C	-19	-15	82*	18	-8	4	2	-28	31*
CS(=O)(=O)N1CCN(C(=O)Cc2ccccc2)CC1	-2	-4	-10	4	-1	4	0	7	4
COc1cc(OC)c(C(=O)NCCCn2ccnc2)cc1OC	4	-7	-7	8	-3	0	2	4	-9

An excerpt from above, showing only M4 ag:
| mol | M4 ag |
| --- | --- |
| COCc1nnc(NC(=O)c2ccccc2[N+](=O)[O-])s1 | 1 |
| CC(=O)c1c(N2CCN(CCO)CC2)nc(=S)n(-c2ccccc2)c1C | 2 |

Screening results from PubChem BioAssay.
